Bioassay records as filed in PubChem.
FLuc counter – counter-screen for miR-21 project: firefly luciferase inhibitors or activators; 360,000 compounds, 6.9% hits; AID 588342; purified FLuc, Km substrates, luminescence inhibition; Potency, µM (highest dose often 57.5 µM), inactives show at the top dose activity change, negative = inhibition, hits mostly inhibitors; P08659;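 note: potency is the fitted concentration of half-maximal effect; plate controls were vehicle for no effect and reference inhibitor for full effect; nearly all actives have a fitted effect of over 55% in size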
Target sequence (P08659 whole entry, looked up): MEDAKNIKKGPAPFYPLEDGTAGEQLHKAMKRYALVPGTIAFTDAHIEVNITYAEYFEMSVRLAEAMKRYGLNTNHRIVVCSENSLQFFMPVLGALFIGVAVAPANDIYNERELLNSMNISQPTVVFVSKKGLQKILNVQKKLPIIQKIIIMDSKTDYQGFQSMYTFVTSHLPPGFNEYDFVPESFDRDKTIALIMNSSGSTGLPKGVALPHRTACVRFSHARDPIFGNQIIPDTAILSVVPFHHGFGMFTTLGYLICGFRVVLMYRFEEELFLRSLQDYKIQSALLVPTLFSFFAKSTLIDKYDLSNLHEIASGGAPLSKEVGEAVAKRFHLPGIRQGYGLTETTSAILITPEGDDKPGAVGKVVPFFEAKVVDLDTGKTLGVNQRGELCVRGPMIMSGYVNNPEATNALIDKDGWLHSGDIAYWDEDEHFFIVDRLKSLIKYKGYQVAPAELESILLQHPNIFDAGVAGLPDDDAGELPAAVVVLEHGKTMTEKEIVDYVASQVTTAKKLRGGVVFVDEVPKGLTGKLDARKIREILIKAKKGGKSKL
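Purified P. pyralis luciferase, 10 nM final, with Km-level 10 uM D-luciferin and 10 uM ATP in 50 mM Tris acetate pH 7.5, 10 mM Mg acetate, 0.01% Tween-20, 0.05% BSA; 6-point qHTS titration about 60 µM downward; luminescence read.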
Rab9 promoter act – activators of Rab9 promoter; Huh7 Rab9 promoter-luciferase reporter, luminescence, 24 h; Potency, µM (highest dose often 9.22 µM), inactives show at the highest dose activation, negative = inhibition, usual class: activators; 320,000 compounds, 2.8% hits; note: potency is the fitted concentration of half-maximal effect; % of control where 0% means no effect; nearly all actives have a fitted effect of over 60% in size
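Steps: seed 1500 Huh7 Rab9-luc cells per well, rest 2 h at 37 °C; add compound in DMSO; incubate 24 h; add luciferase reagent, 10 min ambient; read luminescence.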
NPC1 prom act – activates the NPC1 promoter | Huh7 NPC1 promoter luciferase reporter, 24 h | Potency, µM (titrated, usually from 9.22 µM), inactives show at the top dose activation, usual class: activators | 320,000 compounds, 2.4% hits;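 note: potency is the fitted concentration of half-maximal effect; % of control where 0% means no effect; nearly all actives have a fitted effect of over 60% in size; reporter is driven by a mutant NPC1 promoter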
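Readout is luciferase luminescence, reflecting NPC1 promoter activation in stably transfected Huh7 cells after 24 h compound exposure at 37 °C in reduced-serum medium with 10% FBS.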
Gal4-VP16 FLuc – inhibits Gal4-VP16 luciferase reporter, ROR gamma counter-screen. Drosophila S2 Gal4-VP16 UAS-luciferase, luminescence, 20 h. Potency, µM (highest dose often 53.6 µM), inactives show at the highest dose activity, negative = inhibition, actives largely listed as inhibitors. 310,000 compounds, 3.5% hits. AID 2546;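 note: Gal4-VP16 expression switched on by copper sulfate through the metallothionein promoter; potency is the fitted concentration of half-maximal effect; % is set by controls: 0 for no effect and ±100 for the full control effect; nearly all actives have a fitted effect of over 50% in size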
uPA generation – cell surface uPA generation inhibition; cell surface uPA generation assay, qHTS; Potency, µM (highest dose often 38.3 µM), for inactives: top-dose activity change, negative = inhibition, actives largely listed as inhibitors; 330,000 compounds, 0.31% hits; AID 540303; active = well fitted inhibition curve with a large enough effect; inconclusive = small, poorly fitted or top-dose-only effect; inactive = no such curve, though single readings can be large or run the other way; tested in mouse RAW 264.7 cells; note: potency is the fitted concentration of half-maximal effect; % is set by controls: 0 for no effect and ±100 for the full control effect; nearly all actives have a fitted effect of over 55% in size
FBPA coupling cs – inhibits coupling enzyme system, counter-screen for aldolase hits; coupling enzyme system counterscreen, AmpLite Red fluorescence; activity change, negative = inhibition, % at 58.2 µM, hits read low; 290,000 compounds, 0.67% hits; AID 2472; in the data active = activity change below about -30%; note: % is set by controls: 0 for no effect and ±100 for the full control effect
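Fluorescence at 525 nm excitation and 598 nm emission measured inhibition of the coupled detection system without aldolase. Compounds (at 57.5 uM final) were preincubated 10 min at room temperature with coupling enzyme reagent before a 20 min substrate/AmpLite Red step.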
Tb PFK block – T. brucei PFK enzyme inhibition; T. brucei PFK, ADP-Glo luminescence; Potency, µM (top dose mostly 57.5 µM), for inactives: at the top dose activity, negative = inhibition, hits mostly inhibitors; 330,000 compounds, 0.17% hits; AID 485367;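 note: potency is the fitted concentration of half-maximal effect; 0% = uninhibited 1x PFK enzyme wells and -100% = no-enzyme wells; nearly all actives have a fitted effect of over 60% in size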
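Luminescent ADP detection (ADP-Glo, two-step: ATP depletion then ADP-to-ATP conversion for luciferase) reported PFK activity after 45 min room-temperature reaction of 1.25 nM enzyme with 0.5 mM F6P and 0.1 mM ATP at pH 8.0.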
KCNH2 3.1 inh – inhibitors of human KCNH2 3.1 potassium channel isoform | 340,000 compounds, 0.95% hits | U2OS KCNH2 3.1, thallium flux FluxOr; hits give low values | AID 720553 | activity change, % (tested at about 1.8 µM);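 active = maximum activity change below -70%; inconclusive = maximum activity change from -70% to -50%; inactive = maximum activity change above -50%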;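 note: thallium influx rate constant from kinetic fluorescence after stimulation buffer; % is set by controls: 0 for no effect and ±100 for the full control effect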
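Normalized rate constant (relative to positive and negative DMSO controls) derived from a 2 min kinetic fluorescence read after stimulation; U2OS cells expressing the 3.1 isoform via virus at 1.77 x 10^8 /mL.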
Giardia kill – Giardia lamblia killing. activity change, % at 7.66 µM, hits read low. Giardia lamblia trophozoite viability. 340,000 compounds, 0.15% hits; in the data active = activity change below about -80%; inconclusive = between about -30% and that limit;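 note: parasites exposed to compound for two days anaerobically before the ATP read; % is set by controls: 0 for no effect and ±100 for the full control effect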
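Trophozoite viability was measured as ATP-dependent luminescence, read 15-30 min after reagent addition. Before that, parasites at 100 cells/well were exposed to compounds for 48 h, anaerobically, at 37 deg C.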
RORgamma inh – ROR gamma (mouse) transcription inhibition | Drosophila S2 Gal4-RORgamma UAS-luciferase reporter, 20 h | 310,000 compounds, 5.4% hits | Potency, µM (top dose mostly 53.6 µM), inactives show at the top dose activity change, negative = inhibition, actives largely listed as inhibitors; note: potency is the fitted concentration of half-maximal effect; % is set by controls: 0 for no effect and ±100 for the full control effect; nearly all actives have a fitted effect of over 60% in size
Target sequence (P51450 whole entry, looked up, the tested form may be a part): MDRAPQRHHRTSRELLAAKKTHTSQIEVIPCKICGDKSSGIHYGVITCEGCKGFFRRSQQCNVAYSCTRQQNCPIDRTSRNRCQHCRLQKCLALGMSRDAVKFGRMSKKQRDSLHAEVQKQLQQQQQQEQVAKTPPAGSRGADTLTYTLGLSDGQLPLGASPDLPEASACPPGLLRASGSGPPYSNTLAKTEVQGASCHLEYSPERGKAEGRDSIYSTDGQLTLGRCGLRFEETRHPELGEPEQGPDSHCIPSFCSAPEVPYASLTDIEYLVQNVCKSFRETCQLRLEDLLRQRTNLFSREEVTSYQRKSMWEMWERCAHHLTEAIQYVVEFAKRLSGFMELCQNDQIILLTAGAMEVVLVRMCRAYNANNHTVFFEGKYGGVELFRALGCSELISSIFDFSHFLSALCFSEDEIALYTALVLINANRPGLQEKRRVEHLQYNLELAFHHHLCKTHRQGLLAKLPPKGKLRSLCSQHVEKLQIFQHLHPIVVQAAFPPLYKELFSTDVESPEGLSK
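Drosophila S2 cells stably expressing Gal4-DBD/mouse RORγ fusion under metallothionein promoter plus UAS-luciferase; compound 1 h, then 700 uM CuSO4 induction for 20 h at ambient temperature; inhibition read as reduced luminescence.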
ELG1 genotoxic – induces genotoxicity in HEK293T cells with luciferase-tagged ELG1; HEK293T ELG1-luciferase reporter, luminescence, 16 h; Potency, µM (top dose mostly 46 µM), inactives show top-dose activity change, positive = activation, usual class: activators; 330,000 compounds, 1.3% hits; note: potency is the fitted concentration of half-maximal effect; % of control where 0% means no effect; nearly all actives have a fitted effect of over 60% in size
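HEK293T cells expressing luciferase-tagged ELG1 were treated with compound or DMSO for 16 hr at 37°C. Luciferase activity was then read after 30 min with ONE-Glo at room temperature; rising signal flags genetic stress.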
* marks the source's active call; other numbers are inactive results; ? = inconclusive; . = not tested or not shown; [ ] = remark or other dose. Unless noted, calls come from the whole dose curve; as a rule, active = well fitted curve in the direction sought with a large enough effect; inconclusive = small, poorly fitted or top-dose-only effect, or another doubt; inactive = no such curve, though single readings can be large; an effect the other way counts as inactive or inconclusive.

SMILES	FLuc counter	Rab9 promoter act	NPC1 prom act	Gal4-VP16 FLuc	uPA generation	FBPA coupling cs	Tb PFK block	KCNH2 3.1 inh	Giardia kill	RORgamma inh	ELG1 genotoxic
O=C1CCC/C=C/C[C@@H](CC(=O)N(CCO)Cc2ccccc2)C(=O)NC[C@@H](c2ccccc2)O1	.	.	.	.	-3%	.	1%	-8	5	.	0%
CC(=O)Nc1ccc(OCC(O)CNC2CCCC2)cc1 (stereo not given)	2%	3%	-6%	2%	3%	-38*	0%	-9	17	14%	3%
O=C(O)c1cc(-c2cccc(Cl)c2)nc2nc(N3CCCCC3)sc12	?	-4%	-1%	-7%	2%	5	8%	-9	19	44%	15%
CCSc1n[nH]c2nc3c(c(=O)n12)C1(CCCCC1)Cc1ccccc1-3	1%	-5%	-2%	-3%	-15%	-2	-13%	1	-14	-12%	2%
CN(CC(=O)N1CCN(c2ccccc2)CC1)C1CCCc2ccccc21 (stereo not given)	0%	-4%	1%	19%	-7%	1	0%	-17	8	-13%	-1%
COc1ccc(C(=O)NCC(=O)NCCc2c[nH]c3ccccc23)cc1OC	-5%	-4%	-1%	-14%	0%	2	-4%	15	-2	-13%	-1%
CC(C)CNC(=O)c1ccccc1NC(=O)c1ccccc1N(C)S(C)(=O)=O	-1%	1%	-1%	-2%	1%	0	-2%	-5	3	-4%	5%
O=C(C1CCN(C2CCN(C/C(Cl)=C/c3ccccc3)CC2)CC1)N1CCOCC1	0%	-3%	7%	-21%	-19%	1	0%	-19	1	-16%	-5%
CCOc1ccc(C(=O)O/N=C(\N)c2ccccn2)cc1OCC	12µM*	2.5µM*	1.3µM*	-6%	?	.	-5%	-6	-3	-42%	?
Cc1ccccc1CN1CCN(S(=O)(=O)c2ccc(Cl)s2)CC1	3%	3%	-1%	-15%	7%	.	-1%	-5	4	?	-1%
Cc1nn(-c2ccccc2)c(C)c1/C=N/NC(=O)CSc1nnc(SCc2cccc3ccccc23)s1	?	4%	18%	-5%	-1%	1	3%	-7	5	36%	0%
Brc1ccc(C[n+]2ccccc2)cc1	0%	-30%	-8%	.	-19%	.	-5%	6	-27	.	-2%
O=C(CCn1c(=O)oc2ccccc21)Nc1cccc(Br)c1	4%	4%	0%	-6%	-3%	-6	-17%	.	22	33%	-10%
Cc1cc(C)n(CCN(C)C(=O)C2CCC(=O)N(CCc3cccc(F)c3)C2)n1 (stereo not given)	0%	-2%	-3%	5%	-3%	.	1%	-7	-5	-9%	2%
Cc1cc(NS(=O)(=O)c2ccc(NC(=O)CN3C(=O)c4ccccc4C3=O)cc2)nc(C)n1	2%	1%	-5%	-11%	.	3	-11%[0.46 µM]	9	1	1%	1%
COC(=O)C(CC(C)C)NC(=O)/C=C/c1ccc(Cl)cc1 (stereo not given)	-13%	1%	-1%	3%	0%	1	-4%	-9	2	-2%	-1%
Cc1ccc(S(=O)(=O)CCNC(=O)Cc2ccc(Cl)cc2)cc1	-3%	-16%	0%	-8%	4%	0	-12%	-2	-18	16%	-3%
CSc1ccccc1NC(=O)CN(C)C(=O)C1CCN(C(=O)Nc2ccccc2)CC1	2%	-3%	0%	.	-1%	.	2%	-7	1	.	-1%
O=[N+]([O-])c1ccc(/C=N/N/C(=N/c2ccccn2)c2ccccn2)cc1	?	19%	?	-4%	-1%	1	0%	-3	-9	11µM*	?
O=C(NCCN1CCc2ccccc2C1)Nc1ccc([N+](=O)[O-])cc1	5%	2%	-3%	1%	6%	-8	-12%	?	-2	1%	-7%
Cc1c(C)n(C)c2ccc(C(=O)NCCc3ccco3)cc12	?	28%	?	6%	1%	9	-14%	-20	-8	-4%	?
COc1cc(C(=O)NC(=S)Nc2ccc(N3CCCC3)cc2)cc(OC)c1OC	3%	0%	-1%	4.5µM*	2%	-2	-3%	11	-13	7.9µM*	-2%
Cc1nc(Nc2cccc(F)c2)c2oc3ccccc3c2n1	-14%	-2%	-2%	20%	-7%	0	4%	-13	-20	33%	2%
COCCNC(=O)c1ccc2c3n(nc2c1)-c1ccccc1CO3	3.8µM*	1µM*	1.1µM*	-27%	4µM*	5	-19%	9	?	?	?
O=C(CCl)Nc1cccc(-c2cnc3ccccc3n2)c1	12µM*	-34%[inhibitor]	-5%	-8%	-13%	1	4%	7	?	6%	-38%[inhibitor]
COc1ccc(CCN2C(=O)C(Oc3ccccc3C)C2c2ccc3c(c2)OCO3)cc1 (stereo not given)	2%	-1%	2%	-19%	-2%	3	0%	.	-11	6%	-10%
COC(=O)Cc1[nH]nc2c1C(c1ccc(O)c(OC)c1)C(C#N)=C(N)O2 (stereo not given)	1%	-6%	-5%	8%	0%	0	4%	1	-11	16%	0%
CN(C(=O)/C=C/c1ccco1)c1ccccc1C(=O)O	-6%	-9%	-3%	4%	-2%	1	2%	-4	48[activator]	-1%	0%
O=C(NC(=S)Nc1nc(-c2cccc([N+](=O)[O-])c2)cs1)c1cc(Cl)ccc1Cl	-4%	-3%	0%	7%	11%	1	-6%	5	-4	?	-9%
COC(=O)c1ccc(OCC(=O)NC2CCCCCCC2)cc1	.	.	.	.	-1%	.	-1%	-34	-16	.	-1%
O=C(Cc1c(F)cccc1Cl)Nc1ccc(S(=O)(=O)N2CCOCC2)cc1	0%	10%	0%	10%	-3%	.	0%	0	2	41%	2%
COC(=O)C1=C(N)Oc2cc(C)n(CC3CCCO3)c(=O)c2C1c1ccc(Cl)c(Cl)c1 (stereo not given)	1%	1%	0%	-21%	.	-2	?	-4	-7	-34%	-11%
O=C(C1CCCN(C2CC(=O)N(c3ccc(F)cc3)C2=O)C1)N1CCCC1 (stereo not given)	3%	-4%	2%	-10%	0%	.	1%	.	-1	-8%	2%
Cc1ccc(NCC(=O)N=Nc2c(O)[nH]c3ccc([N+](=O)[O-])cc23)cc1	-19%	20%	?	-17%	1%	-31*	-7%	5	13	24%	11%
CC(=O)Nc1cc2c(cc1[N+](=O)[O-])OCCO2	-2%	-3%	-5%	0%	-4%	-4	-3%	-2	7	-11%	0%
COc1ccc(Br)c(C(=O)N(C)CC(=O)Nc2ccc(N3CCOCC3)cc2)c1	-2%	2%	-2%	.	1%	.	-16%	8	6	.	-1%
CCN(/C=N/S(=O)(=O)c1ccc(Cl)cc1)CC	0%	16%	0%	4%	6%	1	1%	-10	-20	2%	1%
COc1ccc(N2CCN(C(=O)Cn3nnc(-c4cccs4)n3)CC2)cc1	2%[2.3 µM]	0%	0%	2%	2%	3	-7%	4	-3	6%	-1%
Cc1ccccc1Oc1ccc(NC(=O)C2CC=CCC2C(=O)O)cc1 (stereo not given)	1%	-4%	0%	4%	1%	10	-3%	-7	?	1%	-3%
Cc1cc(=O)[nH]c2sc(C(=O)N3c4ccccc4CC3C)c(N)c12 (stereo not given)	.	.	.	.	-7%	.	-4%	1	-1	.	-2%
CC(=O)OC(COc1ccc(F)cc1)Cn1cnc2ccccc21 (stereo not given)	-1%	4%	-1%	1%[10 µM]	0%	-1	0%	37	-1	0%	9%
Cc1ccc(S(=O)(=O)N2C[C@@H]3CCCC[C@@H]3[C@@H](C)[C@H]2c2cn(Cc3ccccc3)c3ccccc23)cc1	.	.	.	.	?	.	-3%	-2	32[activator]	.	-7%
N=c1oc2ccc(Br)cc2cc1C(=O)NC1CCCCCC1	2%	0%	0%	-1%	-2%	.	-2%	-4	0	-7%	-8%
O=C(Nc1ccc2c(c1)CCC2)c1cccc(S(=O)(=O)N2CCN(c3ccccc3)CC2)c1	4%	-2%	-2%	0%	3%	0	-3%	-1	-14	-20%	-6%
COc1ccc(-c2noc(C3CCCN(C(=O)c4ccc(C)cc4)C3)n2)cc1 (stereo not given)	?	-1%	-1%	11%	0%	1	0%	-3	?	-4%	-5%
CCCC(=O)Oc1ccc(N(C(=O)CCC)S(=O)(=O)c2cccs2)cc1	1%	-8%	2%	-10%	1%	0	-7%	-28	-3	0%	-2%
Cc1cc(=O)oc(C)c1C(=O)Nc1c(C)n(C)n(-c2ccccc2)c1=O	-2%	1%	-1%	-4%	1%	-1	0%	-10	7	3%	1%
CS(=O)(=O)c1ccc2nc(NC(NC(=O)c3ccco3)(C(F)(F)F)C(F)(F)F)sc2c1	4%	4%	0%	11%	9%	1	-15%	3	1	0%	2%
CN(CCOc1ccccc1)S(=O)(=O)c1ccccc1C#N	-2%	2%	0%	.	-17%	.	1%	-18	1	.	-1%
